Screening results as filed in PubChem.
G9a block: qHTS Assay for Inhibitors of Histone Lysine Methyltransferase G9a | Histone-lysine N-methyltransferase EHMT2 (Homo sapiens), Q96KQ7 | G9a H3K9 monomethylation, AlphaScreen, 2 h | Potency, µM (doses to about 102 µM), without a hit: top-dose activity, negative = inhibition, most hits filed as inhibitors | 350,000 tested, 8.8% active | AID 504332, 2011; note: potency is the fitted concentration of half-maximal effect; % is set by controls: 0 for no effect and ±100 for the full control effect; nearly all actives have a fitted effect of over 75% in size
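G9a (20 nM) was preincubated 15 min with compound, then reacted 2 h at room temperature with 500 nM biotin-H3K9 peptide and 20 µM SAM. Monomethyl-H3K9 detected by AlphaScreen using anti-H3K9me1 antibody.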
JMJD2A Tudor: qHTS Assay for Inhibitors of JMJD2A-Tudor Domain. Lysine-specific demethylase 4A (Homo sapiens), O75164. AlphaScreen JMJD2A-Tudor / H3K4me3 peptide binding. Potency, µM (series often up to 114 µM), without a hit: at the top dose activity change, negative = inhibition, actives largely listed as inhibitors. 390,000 tested, 4.4% active; note: potency is the fitted concentration of half-maximal effect; % is set by controls: 0 for no effect and ±100 for the full control effect; nearly all actives have a fitted effect of over 50% in size
HP1b chromo inh: HTS for Inhibitors of HP1-beta Chromodomain Interactions with Methylated Histone Tails; AID 540317, 2011; 390,000 tested, 0.56% active; Potency, µM (doses to about 114 µM), without a hit: at the top dose activity change, negative = inhibition, usual class: inhibitors; AlphaScreen HP1-beta / biotin-H3K9me3 peptide binding; Chromobox protein homolog 1 (Homo sapiens), P83916; note: potency is the fitted concentration of half-maximal effect; nearly all actives have a fitted effect of over 70% in size; inactives centre near 23
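HP1-beta protein (50 nM final) preincubated 30 min at room temperature with biotinylated H3(1-18)K9me3 peptide (50 nM) in PBS pH 7.4, 0.01% Tween-20, then compound added for 30 min. AlphaScreen streptavidin donor/nickel chelate acceptor beads (10 ug/mL final), 30 min dark, luminescence read.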
PGK inhibitor: qHTS Assay to Find Inhibitors of Phosphoglycerate Kinase; Phosphoglycerate kinase, glycosomal (Trypanosoma brucei brucei), P07378; AID 602233, 2012; 380,000 tested, 0.043% active; PGK/GAPDH coupled, Kinase-Glo luminescence, 60 min; Potency, µM (series often up to 57.5 µM), for inactives: top-dose activity change, negative = inhibition, most hits filed as inhibitors; note: potency is the fitted concentration of half-maximal effect; % is set by controls: 0 for no effect and ±100 for the full control effect; nearly all actives have a fitted effect of over 60% in size
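Recombinant glycosomal PGK reaction used 1,3-bisphosphoglycerate generated in-well by GAPDH (100nM final) in 100mM TEA pH 7.6, 5mM MgCl2, 0.01% Tween-20. After 60 minutes at room temperature, ATP was read by Kinase-Glo Plus luminescence end-point.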
Pin1 inh: qHTS Assay to Find Inhibitors of Pin1; Pin1 FP peptide displacement, HiFluor488, 10 min; Peptidyl-prolyl cis-trans isomerase NIMA-interacting 1 (Homo sapiens), Q13526; 390,000 tested, 0.009% active; AID 504891, 2011; Potency, µM (doses to about 115 µM), for inactives: at the top dose activity, negative = inhibition, actives largely listed as inhibitors; active = well fitted inhibition curve with a large enough effect in the polarisation, with a control signal flat, not every such curve was filed as active; inconclusive = small, poorly fitted or top-dose-only effect, or effect the other way, or a change in a side signal; inactive = no such curve, though single readings can be large or run the other way; the % refers to the polarisation; note: potency is the fitted concentration of half-maximal effect; % is set by controls: 0 for no effect and ±100 for the full control effect
POLH inh: qHTS for Inhibitors of Polymerase Eta. 390,000 tested, 1.2% active. DNA polymerase eta (Homo sapiens), Q9Y253. recombinant Pol eta, fluorescent DNA replication assay. AID 588591, 2011. Potency, µM (doses to about 114 µM), without a hit: at the highest dose activity change, negative = inhibition, usual class: inhibitors; note: potency is the fitted concentration of half-maximal effect; % is set by controls: 0 for no effect and ±100 for the full control effect
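Pol eta (10 nM) was preincubated with compounds for 15 min at room temperature, after which fluorescent replication substrate (50 nM final) was added to start the reaction. Fluorescence was read kinetically at 0 and 10 min.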
PI4K2A block: qHTS for small molecular inhibitors of PI4K2A; AID 1346378, 2018; Phosphatidylinositol 4-kinase type 2-alpha (Homo sapiens), Q9BTU6; activity change, negative = inhibition, % at 76.9 µM; 420,000 tested, 0.13% active; purified PI4K2A, ADP-Glo luminescence, 1 h; active compounds read low; in the data active = activity change below about -50%; inconclusive = mostly about -30% to -49%;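 note: -100% = wells without enzyme as full effect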
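In this quantitative HTS, ADP production by PI4K2A was quantified luminescently after 1 h at ambient temperature; 100 microM adenosine served as plate-quality control.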
GLS inhibitor: qHTS for Inhibitors of Glutaminase (GLS) | Glutaminase kidney isoform, mitochondrial (Homo sapiens), O94925 | GLS enzymatic activity, qHTS titration | Potency, µM (highest dose often 45.5 µM), for inactives: top-dose activity change, negative = inhibition, hits mostly inhibitors | 410,000 tested, 0.21% active | AID 624170, 2012; note: potency is the fitted concentration of half-maximal effect; % is set by controls: 0 for no effect and ±100 for the full control effect
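hKGA in 45 mM KH2PO4 (pH 8.2), 0.02% Tween-20 with compound, then 1mM L-Glutamine (stock as added) plus glutamate oxidase/HRP/Amplex red coupling mix. Fluorescence read initially and after 30 min at RT; signal change reflects glutamate formation.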
BAZ2B block: qHTS Assay for Inhibitors of BAZ2B | 360,000 tested, 4.4% active | AlphaScreen BAZ2B-H3K14Ac peptide displacement | Potency, µM (doses to about 114 µM), for inactives: at the top dose activity change, negative = inhibition, most hits filed as inhibitors | Bromodomain adjacent to zinc finger domain protein 2B (Homo sapiens), Q9UIF8 | AID 504333, 2011; note: potency is the fitted concentration of half-maximal effect; % is set by controls: 0 for no effect and ±100 for the full control effect; nearly all actives have a fitted effect of over 60% in size
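AlphaScreen displacement of biotin-H3(5-23)K14Ac peptide (50 nM final) from BAZ2B (50 nM final) in PBS pH 7.4, 0.01% Tween-20; complex preformed 30 min RT, then compounds (top 110 uM) 30 min RT, beads 20 min dark.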
Active calls of the source: *; i = inactive; ? = inconclusive; . = not tested or not shown; & = joins results of further samples; ! = not confirmed by another sample; [ ] = remark or other dose. Unless noted, calls come from the whole dose curve; as a rule, active = well fitted curve in the direction sought with a large enough effect; inconclusive = small, poorly fitted or top-dose-only effect, or another doubt; inactive = no such curve, though single readings can be large; an effect the other way counts as inactive or inconclusive. The list is partial; count on the stated rates, not on these rows.

SMILES	G9a block	JMJD2A Tudor	HP1b chromo inh	PGK inhibitor	Pin1 inh	POLH inh	PI4K2A block	GLS inhibitor	BAZ2B block
COc1ccc(/C=C/C(=O)Nc2ccccc2Cl)cc1S(=O)(=O)N1CCOCC1	-4.4%	-24.2%	32.8%	-1.0%	2.6%	-7.8%	-5.0	2.3%	-21.6%
O=C(Nc1cccc(F)c1)[C@@H](c1ccccc1)N1Cc2ccccc2C1=O	-5.2%[59 µM]	-31.3%	8.6%	-7.4%	-0.6%	-16.5%	-2.0	-0.1%	-6.9%
CCc1ccc(NC(=O)CCNC(=O)Cn2cnc3ccccc3c2=O)cc1	5.5%	50.1µM*!	10.0%&35.0%	7.3%&-7.5%	0.4%&-9.5%	-21.3%&2.2%	-3.9&-6.3	-15.8%&0.5%	1.5%&-13.4%
Oc1ccc(/C=C/c2ccc3ccccc3n2)cc1	54.4%[activator]	29.0%	76.2%[activator]	-6.4%	6.0%	-9.3%	-74.8*	7.4%	1.7%
CCN(c1cccc(C(F)(F)F)c1)S(=O)(=O)c1ccc2c(c1)CCN2C(C)=O	?	4.6%	33.1%	-1.2%	1.9%	-12.0%	6.9	-2.5%	-4.2%
c1cc2c(c(NCc3ccncc3)c1)CCCC2	?	-34.5%	34.1%	-3.0%	-2.9%	-8.4%	-4.2	11.0%	-0.4%
O=C(C1=C[C@H](c2ccc(C(F)(F)F)cc2)C[C@H](OCc2ccc(CO)cc2)O1)N1CCOCC1	11.0%[59 µM]	-7.2%	31.9%	-0.5%	-1.4%	-14.6%	9.2	-0.9%	-1.9%
Cc1nn2c(-c3ccccc3)nnc2c2ccccc12	7.9%[12.7 µM]	?	37.0%	-7.5%	9.5%	-3.9%	-2.2	-16.5%	6.2%
CCCNc1c(NC(=O)c2cccs2)c(=O)oc2ccccc12	.	-2.7%	37.0%	5.8%	8.7%	4.0%	0.4	0.1%	-19.0%
COc1ccc(CN(C)C(=O)c2cccc(NC(=O)CC3SC(N4CCCCC4)=NC3=O)c2)c(OC)c1 (centres undefined)	.	-23.4%	-11.9%	-18.7%	6.8%	2.0%	5.0	7.1%	.
CN1CCCN(C(=O)/C=C/c2ccc(F)cc2)CC1	14.8%[59 µM]	0.7%	29.5%	2.7%	-3.4%	-13.8%	2.1	-10.1%	-1.3%
CCOc1ccc(CC(=O)Nc2ccc(NC(=O)c3ccco3)cc2)cc1OCC	2.0%	3.8%	23.1%	i	7.5%	-16.5%	-2.7	-3.8%	12.1%
C[C@H](O)c1[nH]c2cc(F)ccc2c1[C@H](C)O	.	-34.5%	26.9%	2.6%	10.4%	-2.4%	3.8	0.6%	0.7%[57.1 µM]
O=C(NC(=O)c1cccc(F)c1)Nc1nc(-c2ccc(F)cc2)cc(C(F)(F)F)n1	2.2%	-13.4%	15.9%	-6.3%	1.3%	-0.9%	2.8	-14.6%	-0.6%
CCOC(=O)CSc1nnc(CSc2nc3sc4c(c3c(=O)[nH]2)CCC4)n1C	-1.4%	-3.0%	-21.6%	-7.7%	-0.3%	-11.8%	4.8	6.1%	-2.8%
O=C(Nc1nc2ccccc2s1)c1ccc(S(=O)(=O)N2CCCC2)cc1	-0.9%[59 µM]	-20.0%	21.6%[57 µM]	-10.1%	2.7%	22.1%	3.5	-4.3%	0.9%
CCOc1cc(N2CCOCC2)c(OCC)cc1NC(=O)c1cc(S(=O)(=O)N2CCOCC2)ccc1C	.	-35.4%	-2.3%	i	2.1%	-11.7%	-2.8	40.3%[activator]	.
FC(F)(F)c1ccccc1-n1ccnc1	-0.7%[59 µM]	-5.5%	24.5%	1.1%	-1.6%	-11.4%	3.2&-2.1&-2.7	4.9%&0.3%	11.0%
O=C(Nc1ccc2c(c1)OCO2)C1CCCCN1S(=O)(=O)c1ccc(F)cc1 (centres undefined)	20.7%[2.33 µM]	-27.8%	4.6%	3.2%	-8.3%	-8.7%	3.9	2.8%	-7.0%
COc1cccc(C(=O)Nc2ccccc2OCc2cc(=O)n3ccccc3n2)c1	-14.3%[59 µM]	-4.9%	26.3%[57 µM]	i	-2.8%	-19.6%	5.3	5.3%	7.6%
Cc1noc(C)c1S(=O)(=O)N(C)C[C@@H]1OCc2cnnn2CCCC(=O)N([C@H](C)CO)C[C@@H]1C	.	.	.	-10.3%	.	-11.1%	-3.0	3.6%	.
C=CCOc1c(Br)cc(/C=N/NC(N)=O)cc1OC	-0.7%[59 µM]	-18.4%	14.7%	-5.6%	-8.1%	-13.2%	-0.5	-0.2%	-26.6%
COc1ccc(CNC(=O)C2CCN(S(=O)(=O)c3ccc4c(c3)NC(=O)C(C)S4)CC2)cc1 (centres undefined)	-4.1%	-17.9%	23.4%	-2.4%	?	-3.1%	0.4	-3.6%	-15.2%
COc1ccc(NC(=O)CSc2nc(N)c(C(=O)Nc3ccc(N(C)C)cc3)s2)cc1	?	-12.4%	6.7%	i	5.1%	-10.0%	4.0	1.1%	-29.0%
CC(=O)N1c2ccc(S(=O)(=O)N3CCN(c4ccc(C)cc4C)CC3)cc2CC1C (centres undefined)	-23.7%[59 µM]	-13.2%	23.9%	-2.7%	-0.5%	-3.6%	-5.0	-1.6%	-16.4%
Going on with the list:
SMILES	G9a block	JMJD2A Tudor	HP1b chromo inh	PGK inhibitor	Pin1 inh	POLH inh	PI4K2A block	GLS inhibitor	BAZ2B block
CCc1cccc(NC(=O)CN2Cc3ccccc3C2=O)c1	13.3%[59 µM]	4.3%	20.5%	-6.5%	-9.0%	-11.0%	-0.5	4.0%	-0.5%
Cc1nc2c3ccccc3nc(SCC(=O)N3CC(C)CC(C)C3)n2n1 (centres undefined)	10.9%	-9.7%	17.1%	-0.6%	-8.3%	-20.3%	-3.7	12.5%	1.5%
COC(=O)c1ccc2nc(Nc3nc4c(F)cc(F)cc4s3)sc2c1	18.5%[59 µM]	8.6%	54.2%[activator]	i	?	?	-7.8	1.1%	1.0%
Cc1ccc(CN(Cc2cccn2-c2nnc(N3CCCC3=O)s2)C(=O)Nc2ccc(F)cc2)cc1	-6.3%[59 µM]	-22.2%	12.8%	-3.6%	12.7%	-14.4%	-0.4	-2.2%	-5.0%
COc1ccc(C(=O)NCC(=O)Nc2cccc(S(=O)(=O)NCc3ccco3)c2)cc1OC	-42.8%	-29.0%	3.0%	-12.5%	2.1%	-6.8%	-6.4	5.5%	-15.7%
CCOc1ccc(CNC(=O)c2ccc(NC(=O)N3CCSc4ncccc43)cc2)cc1	-2.7%[59 µM]	-5.2%	38.6%	-10.5%	0.9%	-16.1%	1.8	2.1%	2.6%
Cc1ccc(C)c2[nH]c(=O)c(CN(Cc3ccco3)S(=O)(=O)c3ccc4c(c3)OCCO4)cc12	-14.0%[59 µM]	-27.6%	18.3%	-3.8%	19.1%	-10.1%	-4.0	-0.3%	-29.9%
Cc1ccccc1N1C(=O)CC(c2c[nH]c3ccccc23)C1=O (centres undefined)	6.3%[59 µM]	-6.0%	46.1%[activator]	-8.3%	-0.5%	-21.3%	2.1	5.1%	-26.9%
CS(=O)(=O)N1CCN(C(=O)C(Sc2ccccc2)c2ccccc2)CC1 (centres undefined)	0.5%[12.7 µM]	4.4%	28.7%	-7.9%	-0.4%	-8.9%	1.7	-6.5%	8.1%
C=CCOc1ccc(C2CC(C)=NN2c2ccccc2)cc1 (centres undefined)	16.2%	-0.7%	54.7%[activator]	i	-5.7%	-24.8%	2.9	3.1%	6.8%
Cc1nnc(N2C(=O)C(O)=C(C(=O)c3ccco3)C2c2ccc(F)cc2)s1 (centres undefined)	?	56.2µM*	33.6%	-2.6%	?	1.8%	-6.9	4.2%	3.6%
CN(C)c1ccc(CNC2CC(C)(C)NC(C)(C)C2)cc1	-7.9%[12.7 µM]	-35.7%	-1.3%	-7.2%	8.7%	9.8%	-7.7	45.7%[activator]	2.9%
O=[N+]([O-])c1ccc(Cl)c(/C=N/Nc2nc(N3CCOCC3)nc(N3CCOCC3)n2)c1	-26.3%	-9.1%	11.9%	i	-0.8%	-2.6%	4.9	?	6.8%
CCCn1c(N)c(C(=O)CN(C)CC(=O)Nc2ccc(C)cc2)c(=O)[nH]c1=O	44.7µM*	22.4µM*	32.8%	-2.5%	0.8%	-15.9%	0.8	-9.7%	9.4%
CCc1nn2c(=O)cc(COc3ccc(/C=C(\C#N)C(=O)Nc4ccc(C)cc4)cc3)nc2s1	-3.2%[59 µM]	-13.9%	37.2%	-6.8%	0.2%	4.0%	0.2	2.0%	-2.5%
C#CC[N+](CC)(CC)CC#Cc1ccccc1	.	-2.9%	16.5%	-3.6%	1.7%	-1.2%	-1.9	0.2%	0.7%

A few values from the entries so far.
POLH inh with `CCOc1ccc(CNC(=O)c2ccc(NC(=O)N3CCSc4ncccc43)cc2)cc1` reads -16.1%
BAZ2B block with `COc1ccc(C(=O)NCC(=O)Nc2cccc(S(=O)(=O)NCc3ccco3)c2)cc1OC` reads -15.7%
